G9a block: G9a (human) methyltransferase inhibition; Q96KQ7; G9a H3K9 monomethylation, AlphaScreen, 2 h; Potency, µM (doses to about 102 µM), without a hit: top-dose activity, negative = inhibition, hits mostly inhibitors; 8.8% of 350,000 active; note: % is set by controls: 0 for no effect and ±100 for the full control effect; nearly all actives have a fitted effect of over 75% in size
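Compounds were preincubated with 20 nM G9a for 15 min, after which biotinylated H3K9 peptide (500 nM) and SAM (20 uM) started a 2 h room-temperature reaction. Monomethylated product was quantified by antibody-based AlphaScreen chemiluminescence.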
JMJD2A Tudor inh: JMJD2A Tudor domain (human) inhibition. 4.4% of 390,000 active. AID 504339. Potency, µM (highest dose often 114 µM), for inactives: at the top dose activity change, negative = inhibition, actives largely listed as inhibitors. AlphaScreen JMJD2A-Tudor / H3K4me3 peptide binding; note: % is set by controls: 0 for no effect and ±100 for the full control effect; nearly all actives have a fitted effect of over 50% in size
POLK inh: blocks human DNA polymerase kappa activity; purified Pol kappa, fluorescent DNA synthesis assay, 10 min; 0.53% of 400,000 active; Potency, µM (highest dose often 107 µM), inactives show at the highest dose activity, negative = inhibition, hits mostly inhibitors; AID 588579; Q9UBT6; note: % is set by controls: 0 for no effect and ±100 for the full control effect
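Here, compound and 10 nM enzyme are combined for 15 min at room temperature; adding 50 nM substrate (final) starts DNA synthesis, tracked by fluorescence at 0 and 10 min against buffer-only wells.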
BAZ2B block: BAZ2B (human) inhibition. AlphaScreen BAZ2B-H3K14Ac peptide displacement. 4.4% of 360,000 active. AID 504333. Potency, µM (titrated, usually from 114 µM), inactives show at the highest dose activity change, negative = inhibition, most hits filed as inhibitors. Q9UIF8; note: % is set by controls: 0 for no effect and ±100 for the full control effect; nearly all actives have a fitted effect of over 60% in size
Target sequence (Q9UIF8 whole entry, looked up): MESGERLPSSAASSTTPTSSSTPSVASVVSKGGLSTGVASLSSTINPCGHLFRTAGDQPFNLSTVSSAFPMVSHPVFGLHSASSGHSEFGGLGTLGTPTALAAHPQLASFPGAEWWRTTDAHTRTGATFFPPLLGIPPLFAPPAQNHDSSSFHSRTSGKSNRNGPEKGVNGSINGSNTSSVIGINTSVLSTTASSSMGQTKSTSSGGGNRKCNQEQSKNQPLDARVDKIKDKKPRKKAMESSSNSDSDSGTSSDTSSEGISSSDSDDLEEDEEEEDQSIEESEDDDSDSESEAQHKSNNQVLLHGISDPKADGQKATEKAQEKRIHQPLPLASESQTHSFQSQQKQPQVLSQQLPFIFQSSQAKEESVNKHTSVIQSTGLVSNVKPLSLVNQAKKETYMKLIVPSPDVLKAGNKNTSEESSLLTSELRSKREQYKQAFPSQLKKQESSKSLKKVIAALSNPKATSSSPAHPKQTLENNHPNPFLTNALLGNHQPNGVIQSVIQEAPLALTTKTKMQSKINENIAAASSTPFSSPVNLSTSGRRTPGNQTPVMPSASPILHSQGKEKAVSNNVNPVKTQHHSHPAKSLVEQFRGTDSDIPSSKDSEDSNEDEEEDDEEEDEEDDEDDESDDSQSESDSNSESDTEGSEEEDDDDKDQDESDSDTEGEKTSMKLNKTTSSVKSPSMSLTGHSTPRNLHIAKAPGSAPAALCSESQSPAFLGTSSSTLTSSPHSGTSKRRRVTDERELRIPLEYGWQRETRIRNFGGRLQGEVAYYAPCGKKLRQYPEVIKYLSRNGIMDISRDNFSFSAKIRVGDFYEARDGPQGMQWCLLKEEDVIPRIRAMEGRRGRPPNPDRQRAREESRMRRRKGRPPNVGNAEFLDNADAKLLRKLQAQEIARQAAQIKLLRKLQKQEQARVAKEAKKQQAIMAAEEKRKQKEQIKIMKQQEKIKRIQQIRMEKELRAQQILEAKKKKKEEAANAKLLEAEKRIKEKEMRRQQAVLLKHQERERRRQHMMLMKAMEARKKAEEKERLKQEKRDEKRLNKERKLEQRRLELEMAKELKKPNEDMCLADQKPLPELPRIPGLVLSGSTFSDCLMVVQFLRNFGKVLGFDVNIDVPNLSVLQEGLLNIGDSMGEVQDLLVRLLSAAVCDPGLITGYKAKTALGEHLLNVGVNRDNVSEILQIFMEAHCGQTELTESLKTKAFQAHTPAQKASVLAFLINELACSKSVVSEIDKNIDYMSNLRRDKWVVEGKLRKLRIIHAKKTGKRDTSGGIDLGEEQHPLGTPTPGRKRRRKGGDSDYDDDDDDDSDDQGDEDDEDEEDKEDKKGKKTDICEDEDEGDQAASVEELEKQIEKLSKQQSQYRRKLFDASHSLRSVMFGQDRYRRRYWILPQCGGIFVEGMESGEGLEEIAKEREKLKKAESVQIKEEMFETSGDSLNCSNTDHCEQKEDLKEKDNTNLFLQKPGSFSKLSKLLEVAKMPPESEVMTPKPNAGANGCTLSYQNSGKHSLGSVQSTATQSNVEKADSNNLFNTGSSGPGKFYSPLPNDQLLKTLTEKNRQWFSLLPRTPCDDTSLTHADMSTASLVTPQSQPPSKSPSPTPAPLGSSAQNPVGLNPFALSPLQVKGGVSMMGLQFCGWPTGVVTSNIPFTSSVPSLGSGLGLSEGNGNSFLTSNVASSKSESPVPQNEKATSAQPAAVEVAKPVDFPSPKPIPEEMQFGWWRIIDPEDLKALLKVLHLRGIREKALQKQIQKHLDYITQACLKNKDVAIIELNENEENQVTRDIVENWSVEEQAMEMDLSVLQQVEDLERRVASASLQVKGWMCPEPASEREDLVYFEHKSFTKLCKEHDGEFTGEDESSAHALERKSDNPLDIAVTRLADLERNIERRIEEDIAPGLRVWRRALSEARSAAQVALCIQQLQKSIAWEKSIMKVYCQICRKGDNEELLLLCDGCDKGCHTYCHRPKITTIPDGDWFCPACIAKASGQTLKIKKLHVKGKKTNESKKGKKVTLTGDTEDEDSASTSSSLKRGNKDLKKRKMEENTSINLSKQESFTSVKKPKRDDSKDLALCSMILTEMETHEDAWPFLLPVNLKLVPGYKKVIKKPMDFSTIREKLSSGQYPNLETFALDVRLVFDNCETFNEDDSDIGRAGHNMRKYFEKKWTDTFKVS
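AlphaScreen luminescence quantifies BAZ2B engagement of H3K14Ac peptide; the protein and biotinylated peptide are both at 50 nM final, buffer PBS pH 7.4 with 0.01% Tween-20, all steps at room temperature.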
APEX1 inh: blocks human APE1 abasic DNA cleavage. Potency, µM (series often up to 65.8 µM), without a hit: at the top dose activity change, negative = inhibition, most hits filed as inhibitors. recombinant APE1, TAMRA/BHQ-2 abasic DNA cleavage fluorescence. 0.35% of 350,000 active. P27695;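 note: plate controls were vehicle for no effect and reference inhibitor for full effect; nearly all actives have a fitted effect of over 55% in size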
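Endonuclease cleavage of a quenched abasic-site DNA duplex (50 nM) by APE1 (0.75 nM) was tracked by TAMRA dequenching. Compounds were preincubated with enzyme 15 min at room temperature; data normalized to buffer-only and DMSO wells plus NSC13755 control.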
POLH inh: DNA polymerase eta (human) inhibition. Q9Y253. recombinant Pol eta, fluorescent DNA replication assay. Potency, µM (top dose mostly 114 µM), for inactives: at the highest dose activity change, negative = inhibition, usual class: inhibitors. 1.2% of 390,000 active. AID 588591; note: % is set by controls: 0 for no effect and ±100 for the full control effect
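Pol eta at 10 nM preincubated with compounds 15 min at room temperature; reaction started with fluorescent substrate (50 nM final) and read kinetically at 0 and 10 min.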
POLB inh: inhibitors of human DNA polymerase beta; 1.3% of 340,000 active; Pol beta primer extension/strand displacement, fluorescence kinetic; Potency, µM (top dose mostly 114 µM), without a hit: at the highest dose activity change, negative = inhibition, usual class: inhibitors; P06746; note: % is set by controls: 0 for no effect and ±100 for the full control effect
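Homogeneous kinetic assay of primer extension and strand displacement by 10 nM Pol beta, preincubated 15 min at room temperature with compound before 50 nM substrate (final) was added. Read at 0 and 10 min; four-parameter Hill fit.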
BLM inh: blocks DNA unwinding by human BLM helicase; P54132; Potency, µM (doses to about 56.1 µM), without a hit: at the top dose activity change, negative = inhibition, most hits filed as inhibitors; 0.2% of 350,000 active; recombinant BLM DNA unwinding, fluorescence dequenching;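 note: plate controls were vehicle for no effect and no enzyme for full effect; nearly all actives have a fitted effect of over 35% in size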
POLI inh: inhibitors of human DNA polymerase iota; Q9UNA4; Pol iota fluorescent replication assay, 10 min; Potency, µM (top dose mostly 115 µM), for inactives: at the top dose activity, negative = inhibition, usual class: inhibitors; 1% of 390,000 active; AID 588590
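Pol iota at 10 nM preincubated 15 min with compounds at room temperature; reaction started with fluorescent substrate, 50 nM final. Fluorescence read kinetically at 0 and 10 min; buffer-only wells as negative control.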
Starred values were filed as active, the others as inactive; ? = inconclusive; / = not tested or not shown; [ ] = another dose, or the depositor's remark. Calls come from the whole dose curve; as a rule, active = well fitted curve in the direction sought with a large enough effect; inconclusive = small, poorly fitted or top-dose-only effect, or another doubt; inactive = no such curve, though single readings can be large; an effect the other way counts as inactive or inconclusive. Potency is the fitted concentration of half-maximal effect. The list is partial; the hit share may differ from the screen's.

Screens in order – G9a block | JMJD2A Tudor inh | POLK inh | BAZ2B block | APEX1 inh | POLH inh | POLB inh | BLM inh | POLI inh
- O=C(CSc1nc2c([nH]c3ccccc32)c(=O)n1-c1cccc(Cl)c1)N1CCc2ccccc21
→ 7.0%[59 µM] | 4.8% | -4.7%[60.1 µM] | 3.9% | / | -3.4% | 25.6% | -2.7% | 9.8%
- O=C(Nc1nnc(S(=O)(=O)N2CCc3ccccc32)s1)c1cccc(Cl)c1
→ -40.2%[59 µM] | -19.7% | -18.3% | ? | / | 89.1µM* | 3.5% | -3.6% | 13.6%
- CC(=O)c1ccc(N(CC(=O)NC2CCCC2)C(=O)CNC(=O)c2ccco2)cc1
→ 12.0% | 3.9% | -10.0% | -2.3% | 17.6% | -16.7% | 3.1% | -1.9% | 90.1%[activator]
- CCCCCCCSc1ncnc2[nH]ncc12
→ / | -6.2% | -2.1% | / | / | -17.3% | / | / | 28.2%
- CCN1CCc2c(C#N)c(N3CCOCC3)nc(NCc3ccccc3)c2C1
→ ? | -19.9% | -1.0% | ? | -3.6% | -16.0% | -1.1% | 3.1% | 26.1%
- O=[N+]([O-])c1cc(S(=O)(=O)N2CCCC2)ccc1N/N=C/c1ccncc1
→ 0.8%[59 µM] | -19.6% | -0.1% | -8.0% | 1.1% | ? | 1.9% | 1.8% | -0.6%
- CCOc1ccc(CCNC(=O)COC(=O)COc2ccc(C#N)cc2)cc1OCC
→ 1.5%[12.7 µM] | -9.8% | -13.8% | 4.5% | 5.3% | -14.0% | / | / | 3.4%
- Cc1ccc(S(=O)(=O)N(c2cccc(C)c2)C2CCS(=O)(=O)C2)cc1 (stereo not given)
→ -3.1%[59 µM] | -2.3% | 7.0% | 2.8% | -2.1% | -18.3% | -8.2% | -1.1% | 20.3%
- CCC(NC(=O)Nc1cc(OC)ccc1OC)c1c(-n2cccc2)sc2c1CCN(CC)C2 (stereo not given)
→ 14.1µM* | 56.2µM* | -9.9% | 39.8µM* | / | -2.1% | ? | 0.1% | 5.7%
- CCC(=O)NCCCc1nc(-c2ccccc2)no1
→ / | -20.4% | -11.6% | / | / | -12.3% | / | / | ?
- CC(=O)N1c2ccccc2C2CCCC[C@H]21 (stereo not given in full)
→ -7.4%[0.501 µM] | -16.4% | -17.2% | 11.0% | 5.1% | -2.9% | / | / | ?
- CC(C)N(C(=O)[C@H]1C[C@H](CC(=O)NCCC2=CCCCC2)C(=O)N2CCc3c([nH]c4cc(CCC(=O)N(C)C)ccc34)[C@]12C)C(C)C
→ / | -26.7% | -3.7% | / | 11.2% | -5.7% | / | / | -0.4%
- O=C(Nc1nnc(-c2ccco2)o1)c1cccc(N2C(=O)CCC2=O)c1
→ 15.8µM* | 4.47µM* | -12.8% | 22.4µM* | -5.7% | -11.5% | 16.4% | -7.9% | 45.5%[activator]
- COc1cccc(CN2CC(C(=O)NCCOc3ccccc3F)CCC2=O)c1 (stereo not given)
→ -0.7% | -25.7% | 3.9% | 0.0% | 70.8%[activator] | -17.6% | 11.6% | 1.2% | 8.3%
- O=C1C2CC=C(Cl)CC2C(=O)N1CCC[n+]1cccc2ccccc21 (stereo not given)
→ 6.6% | -6.2% | -2.3% | 10.7% | -8.5% | -11.7% | 8.5% | 0.3% | -10.5%
- CC(=O)c1cccc(NC(=O)COC(=O)C2CCCN2C(=O)c2cccs2)c1 (stereo not given)
→ / | -8.3% | -20.7% | / | 19.2% | -9.4% | / | / | 0.0%
- [O-][N+]12CCCCC1CCCC2CO (stereo not given)
→ 19.2% | -9.5% | -2.6% | -3.3% | -1.8% | 0.0% | 15.0% | 1.2% | 15.8%
- CSc1ccc(COC(=O)CCS(=O)(=O)c2ccc(C)cc2)cc1
→ 54.1%[activator] | 17.1% | 2.8% | 21.5% | -3.5% | -18.7% | / | / | 8.9%
- COc1ccc(N2CCN(C(=O)CCS(=O)(=O)c3ccc4c(c3)CCN4C(=O)C3CC3)CC2)cc1
→ / | -29.7% | -4.5% | ? | -12.9% | -10.5% | -19.2% | -1.0% | -15.7%
- Cc1ccc(S(=O)(=O)Nc2ccc3c(c2)C(=O)N([C@H](C)CO)C[C@H](C)[C@@H](CN(C)Cc2ccccc2)O3)cc1
→ / | -24.1% | -2.0% | / | -5.5% | -19.3% | / | / | 16.8%
- CCOC(=O)c1ccc(N/C(=N\S(=O)(=O)c2ccccc2C)c2ccccc2)cc1
→ 12.4%[12.7 µM] | -20.7% | -7.6% | -29.4% | -5.8% | -23.0% | -1.0% | -12.3% | -4.3%
- O=C(NC1CCCCCC1)c1c(F)c(F)c(F)c(F)c1F
→ -4.7%[59 µM] | 5.0% | -0.6% | -0.2% | 1.2% | 1.0% | 1.5% | 0.0% | -2.1%
- COc1ccc(-c2nc(CCl)cs2)cc1OC
→ 20µM* | ? | -21.4% | -25.0% | 2.3% | 1.8% | 4.7% | 0.2% | 72.5%[activator]
- Nn1cnc2c(c1=O)C1(CCCCC1)Cc1ccccc1-2
→ 0.2%[59 µM] | -4.9% | -14.2% | 6.7% | -4.2% | -10.5% | 2.7% | -0.1% | 6.4%
- Cc1cccc(C)c1NC(=O)C(NC(=O)c1ccccn1)c1ccc([N+](=O)[O-])cc1 (stereo not given)
→ 68.9%[activator][59 µM] | -7.9% | 4.7% | -5.1% | -1.5% | -13.7% | 4.4% | 1.7% | 5.6%
- C/C(=N\O)c1cc(Cl)cc(Cl)c1O
→ -5.3% | 2.8% | 0.7% | 4.6% | -5.0% | -14.1% | 1.7% | -6.1% | 184.6%[activator]
- CC1(C)CC(=O)C(C=Nc2ccc(O)cc2)=C(O)C1
→ -49.5% | -11.6% | -2.1% | 0.8% | -0.8% | 0.9% | 17.0% | -2.3% | 26.6%
- Cc1ccccc1NC1=NC(C)(C)N=C(N)N1
→ -4.0%[12.7 µM] | -20.4% | -5.6% | -15.5% | 0.2% | 4.4% | -0.7% | 1.9% | -5.8%
- O=C1CCCC2=C1C(c1ccc(O)c(O)c1)Nc1ccc3ncccc3c12 (stereo not given)
→ 1.12µM* | 25.1µM* | 39.8µM* | 50.1µM* | 14.1µM* | 35.5µM* | 11.2µM* | ? | 12.6µM*
- O=C(/C=C/c1ccccc1)N1CCC(N2CCC(C(=O)N3CCOCC3)CC2)CC1
→ 11.0% | -12.4% | 4.0% | 4.4% | 3.3% | -20.9% | 19.6% | -1.3% | -8.3%

A portion of the results above, for reference:
Screens in order – G9a block | JMJD2A Tudor inh | POLK inh | BAZ2B block | APEX1 inh | POLH inh | POLB inh | BLM inh | POLI inh
- CCOC(=O)c1ccc(N/C(=N\S(=O)(=O)c2ccccc2C)c2ccccc2)cc1
→ 12.4%[12.7 µM] | -20.7% | -7.6% | -29.4% | -5.8% | -23.0% | -1.0% | -12.3% | -4.3%
- O=C(NC1CCCCCC1)c1c(F)c(F)c(F)c(F)c1F
→ -4.7%[59 µM] | 5.0% | -0.6% | -0.2% | 1.2% | 1.0% | 1.5% | 0.0% | -2.1%
- COc1ccc(-c2nc(CCl)cs2)cc1OC
→ 20µM* | ? | -21.4% | -25.0% | 2.3% | 1.8% | 4.7% | 0.2% | 72.5%[activator]

Other results.
Screens in order – G9a block | JMJD2A Tudor inh | POLK inh | BAZ2B block | APEX1 inh | POLH inh | POLB inh | BLM inh | POLI inh
- O=C(Nc1ccc(Br)cc1)c1ccc(F)c(S(=O)(=O)NC2CCCCCC2)c1
→ 4.3%[59 µM] | -22.6% | -9.3% | -3.4% | / | -22.2% | -14.8% | -15.3% | -1.8%
- COC(=O)c1cnn(-c2ccc(F)cc2F)c1/C=N/NC(N)=S
→ / | -7.3% | -0.9% | -2.3% | 2.0% | 1.3% | 2.7% | -1.6% | -10.9%
- NS(=O)(=O)c1ccc(NC(=O)CCC(=O)N2CCOCC2)cc1
→ -7.1% | -8.5% | 0.0% | -14.7% | 7.2% | -18.5% | 9.3% | -1.6% | 37.3%[activator]
- CC(=O)c1c(C)nc2sc3c(=N)n(N)cnc3c2c1-c1ccc(Cl)cc1
→ 19.5% | -24.1% | -8.9% | -12.4% | 20.1% | -12.8% | 1.7% | 8.7% | 19.0%
- O=C(CCl)Nc1ccccc1C(=O)NCc1ccccc1
→ -4.7% | 11.6% | 5.8% | 4.3% | -4.8% | -11.6% | -16.9% | -6.3% | 12.0%
- O=C(NCCN1CCCC(O)C1)c1cc(COc2c(F)cccc2F)on1 (stereo not given)
→ 6.6% | -9.0% | -8.8% | -9.2% | 44.6% | 2.0% | 50.2% | 1.5% | 12.4%
- O=C(c1ccccc1)c1cccn1CC(=O)N1CCN(C2CCCCC2)CC1
→ -5.3% | 5.3% | -4.3% | -23.0% | 0.5% | -2.2% | 11.7% | 1.0% | 7.1%
- CC(C)(C)OC(=O)N1CCN(C(=O)c2nc[nH]c2C(=O)N2CCN(c3ccccc3)CC2)CC1
→ 5.9%[0.501 µM] | -18.9% | -30.7% | 6.3% | 4.1% | ? | / | / | 8.6%
- CCc1c(Nc2ccccc2C)nc(N)[nH]c1=O
→ / | -16.6% | -12.7% | / | / | -1.8% | / | / | 25.3%
- CCCC(=O)Nc1nc2ccc(NC(=O)c3ccc(Br)o3)cc2s1
→ -27.6%[12.7 µM] | -19.4% | -22.9% | -0.6% | -5.1% | -2.1% | -0.3% | -3.4% | 4.5%
- CCN1C(=O)/C(=C\N(C)C)c2ccccc21
→ 10.0%[59 µM] | -15.4% | -9.1% | -1.0% | 7.1% | -7.6% | 13.8% | 1.3% | 15.5%
- O=c1c2ccccc2nc2c3ccccc3cnn12
→ 9.3% | -12.3% | -8.1% | 0.2% | -8.4% | 14.2% | 4.4% | -6.6% | -17.9%
- CCOC(=O)c1cc(C)n(CCCN2CCOCC2)c1C
→ -36.3%[59 µM] | -23.5% | -15.4% | -38.6% | 7.3% | 3.1% | 4.0% | -1.8% | -7.7%
- COc1ccccc1NS(=O)(=O)c1cc(N=N/C(C(=O)Nc2ccc(Cl)cc2)=C(/C)O)ccc1C
→ / | -28.7% | 0.0% | / | 7.7% | -14.8% | / | / | 18.1%
- CC(C)(C)c1ccc(OCCn2ccccc2=O)cc1
→ 5.1% | 3.55µM* | -16.6% | 2.7% | -5.0% | 1.2% | 29.3% | -0.9% | 9.8%
- COc1cc(NC(=S)NCCc2ccc(S(N)(=O)=O)cc2)c(OC)cc1Cl
→ ? | -11.3% | 1.7% | ? | 10.1% | -16.7% | -1.1% | -7.0% | -2.5%

Screening results from PubChem.
